USP1-UAF1 inh: inhibitors of human USP1/UAF1 deubiquitinase; O94782; recombinant USP1/UAF1, Ub-Rhodamine cleavage fluorescence; Potency, µM (top dose mostly 57.1 µM), for the others: at the top dose activity change, negative = inhibition, hits mostly inhibitors; actives 0.23% (n = 390,000); further: potency means the concentration at half of the fitted maximal effect; on the % scale 0 is the no-effect control and ±100 the full control effect; nearly all actives have a fitted effect of over 60% in size; inactives centre near -12
Target sequence (O94782 whole entry, looked up): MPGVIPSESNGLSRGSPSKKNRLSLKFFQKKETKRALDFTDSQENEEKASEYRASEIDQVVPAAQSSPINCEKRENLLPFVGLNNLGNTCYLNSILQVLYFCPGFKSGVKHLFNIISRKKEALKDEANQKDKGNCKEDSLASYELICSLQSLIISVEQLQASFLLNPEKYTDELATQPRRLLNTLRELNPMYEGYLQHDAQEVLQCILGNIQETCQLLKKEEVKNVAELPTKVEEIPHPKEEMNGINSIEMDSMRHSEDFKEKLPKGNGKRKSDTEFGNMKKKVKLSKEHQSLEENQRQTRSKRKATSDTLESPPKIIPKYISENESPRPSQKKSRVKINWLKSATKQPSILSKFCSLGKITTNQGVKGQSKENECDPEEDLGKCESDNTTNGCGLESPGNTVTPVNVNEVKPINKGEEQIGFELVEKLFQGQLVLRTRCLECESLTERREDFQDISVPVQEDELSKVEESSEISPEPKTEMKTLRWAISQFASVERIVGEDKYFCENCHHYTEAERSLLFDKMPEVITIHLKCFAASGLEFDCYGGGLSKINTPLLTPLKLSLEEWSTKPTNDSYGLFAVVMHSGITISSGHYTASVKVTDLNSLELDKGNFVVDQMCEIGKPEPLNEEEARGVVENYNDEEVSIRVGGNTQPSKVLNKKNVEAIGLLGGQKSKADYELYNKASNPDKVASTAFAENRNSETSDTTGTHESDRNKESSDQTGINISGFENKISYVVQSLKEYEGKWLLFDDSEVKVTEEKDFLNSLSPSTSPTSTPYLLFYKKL
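1 nM enzyme complex + cpd, 15 min RT; start with Ub-Rho 150nM final; kinetic fluorescence ex 480/em 540, 6 reads q60 s. Buffer 50mM HEPES pH 7.8, 0.5mM EDTA, 0.1 mg/ml BSA, 1mM TCEP, 0.01% Tween-20.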
Vif-A3F inh: inhibitors of Vif-A3F interaction; HeLa A3F-eYFP + Vif (tagged APOBEC3F with the HIV-1 protein that degrades it), YFP fluorescence increase; Potency, µM (top dose mostly 46.1 µM), without a hit: at the top dose activity, negative = active; actives 0.2% (n = 390,000); AID 602313; further: potency means the concentration at half of the fitted maximal effect; % of control where 0% means no effect; nearly all actives have a fitted effect of over 65% in size
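Fluorescence increase (Ex 488/Em 500-530) after overnight compound treatment at 37 deg C flags inhibition of Vif-driven A3F-eYFP loss in stable HeLa A3F-eYFP/Vif cells seeded overnight beforehand.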
rTrxR1 inhibitor: rat TrxR1 inhibition | O89049 | actives 1% (n = 390,000) | recombinant rTrxR1, NADPH fluorescence consumption, selenite substrate | AID 588453 | Potency, µM (doses to about 114 µM), for the others: at the top dose activity change, negative = inhibition, hits mostly inhibitors; further: potency means the concentration at half of the fitted maximal effect; on the % scale 0 is the no-effect control and ±100 the full control effect; nearly all actives have a fitted effect of over 65% in size
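Rat TrxR1 (90 nM in the dispensed reagent) was pre-reduced with 400 uM NADPH for 5 min at room temperature, then incubated with compound for 15 min. After 400 uM selenite was added, NADPH fluorescence (Ex 340/Em 450 nm) was followed for 8 min.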
RGS4 inhibitor: human RGS4 inhibition | Potency, µM (top dose mostly 114 µM), inactives show top-dose activity change, negative = inhibition, hits mostly inhibitors | AID 504845 | actives 0.039% (n = 390,000) | Transcreener GDP fluorescence polarization, RGS4-accelerated GTP hydrolysis | P49798; further: potency means the concentration at half of the fitted maximal effect; on the % scale 0 is the no-effect control and ±100 the full control effect; nearly all actives have a fitted effect of over 75% in size; some results filed as inactive show a strong effect at the top dose
Target sequence (P49798 whole entry, looked up): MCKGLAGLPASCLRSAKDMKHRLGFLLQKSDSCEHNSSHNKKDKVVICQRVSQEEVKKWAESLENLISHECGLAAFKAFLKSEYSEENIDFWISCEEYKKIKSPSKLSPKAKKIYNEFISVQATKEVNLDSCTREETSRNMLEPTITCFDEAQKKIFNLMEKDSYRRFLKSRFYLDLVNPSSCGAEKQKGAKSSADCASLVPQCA
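MLSMR compounds (23 nl, pin-transferred) preincubated 10 min at room temperature with a 500nM (2x) first reagent, then RGS4 at 900nM (2x) plus Transcreener GDP mix added; fluorescence polarization (620/688 nm) read before and after 90 min at 30 °C.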
mIDH1 inhibitor: blocks human mutant IDH1 R132H enzyme. O75874. IDH1-R132H enzyme, NADPH consumption, diaphorase/resazurin fluorescence. Potency, µM (doses to about 76.6 µM), inactives show at the top dose activity change, negative = inhibition, actives largely listed as inhibitors. actives 0.093% (n = 390,000). AID 602179; further: potency means the concentration at half of the fitted maximal effect; on the % scale 0 is the no-effect control and ±100 the full control effect; nearly all actives have a fitted effect of over 65% in size
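IDH1-R132H (0.5 ug/mL) preincubated 30 min with compound, then NADPH (0.016 mM) and alpha-KG (2 mM) added; 80 min at RT, pH 7.5. Remaining NADPH coupled via diaphorase/resazurin to fluorescence (540/590 nm); concentration-response curves normalized to no-enzyme control.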
TrxR1 substrate: rat thioredoxin reductase 1 substrate activity. O89049. purified TrxR1 substrate turnover, NADPH consumption readout. Potency, µM (top dose mostly 114 µM), without a hit: at the top dose activity change, negative = substrate turnover. actives 0.01% (n = 390,000). AID 588456; further: potency means the concentration at half of the fitted maximal effect; on the % scale 0 is the no-effect control and ±100 the full control effect; nearly all actives have a fitted effect of over 50% in size
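Rat TrxR1, dispensed at 90 nM, was prereduced with 400 uM NADPH (final) for 5 min at ~22 deg C, then incubated with compound 15 min before 400 uM selenite. A first-read NADPH fluorescence drop versus no-compound background flagged substrates.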
Vif-A3G inh: blocks the Vif interaction with human APOBEC3G | AID 602310 | Potency, µM (titrated, usually from 46.1 µM), for the others: top-dose activity, negative = active, actives largely listed as inhibitors | HeLa A3G-eYFP + Vif (tagged APOBEC3G with the HIV-1 protein that degrades it), YFP fluorescence, overnight | Q9HC16 | actives 0.076% (n = 410,000);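 further: potency means the concentration at half of the fitted maximal effect; on the % scale 0 is the no-effect control and ±100 the full control effect; nearly all actives have a fitted effect of over 60% in size; hits raise eYFP signal because A3G escapes Vif-driven loss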
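Read-out is eYFP fluorescence (Ex 488/Em 500-530) from Vif-expressing HeLa A3G-eYFP cells; more signal means A3G escaped Vif-mediated degradation. Cells plated overnight, compound pinned in, incubated overnight at 37 deg C.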
LDHA inh: blocks human lactate dehydrogenase A; purified LDHA, NADH/diaphorase-resazurin fluorescence; stronger effect = lower value; activity change, % (values are at about 110 or 230 µM); AID 1347041; P00338; actives 0.15% (n = 480,000); in the data active means activity change below about -30%; inconclusive means mostly about -25% to -30%;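 further: plate controls were DMSO wells for no effect and wells without enzyme for full effect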
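Human LDH5 at 2 nM final in Tris HCl pH 7.4 with 0.06 mM NADH and 0.2 mM pyruvate, reacted 5 minutes at room temperature. Remaining NADH coupled via diaphorase/resazurin; resorufin fluorescence read at 0 and 20 minutes, normalized to enzyme-free and DMSO wells.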
GRP78 ERSR act: ER stress response induction in glioma; Potency, µM, for inactives: at the top dose activation, most hits filed as activators; actives 0.02% (n = 420,000); U87-MG GRP78 promoter luciferase reporter, 16 h; further: potency means the concentration at half of the fitted maximal effect; series mostly up to about 76 µM; % of control where 0% means no effect; nearly all actives have a fitted effect of over 35% in size
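ERSR induction read as luciferase luminescence (Bright-Glo, 10 min at room temperature) in stably transfected human U87-MG glioma cells exposed to compounds for 16 h, using GRP78 as sensor.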
An asterisk follows results filed as active; ? = inconclusive; · = not tested or not shown; & = joins results of further samples; [ ] = another dose, or the depositor's remark. Unless noted, the call rests on the fitted dose curve; in most records, active means well fitted curve in the direction sought with a large enough effect; inconclusive means small, poorly fitted or top-dose-only effect, or another doubt; inactive means no such curve, though single readings can be large; an effect the other way counts as inactive or inconclusive.

SMILES	USP1-UAF1 inh	Vif-A3F inh	rTrxR1 inhibitor	RGS4 inhibitor	mIDH1 inhibitor	TrxR1 substrate	Vif-A3G inh	LDHA inh	GRP78 ERSR act
Nc1ncc2c(n1)-c1ccccc1CC2	-19%	?	4%[57.1 µM]	-1%	-4%	55%[activator][57.1 µM]	2%	0	0%
COc1ccc(-c2ccc3c(c2)S(=O)(=O)c2cccc(C(=O)NCc4cc(C)oc4C(F)(F)F)c2C3=O)cc1OC	?	-11%	-20%[57.1 µM]	-26%	-4%	1%	-20%	1	-3%
COc1ccc(NC(=O)c2c3c(nc4ccccc24)CCC3)cc1S(=O)(=O)N1CCOCC1	-9%	-12%	-14%	-23%	1%	-8%	-1%	1	-6%
COCCCNC(=O)CN(c1cccc(Cl)c1C)S(C)(=O)=O	-8%	3%	18%[57.1 µM]	-9%	5%	12%[57.1 µM]	2%	-1	-4%
O=C(COC(=O)c1cccc(S(=O)(=O)N2CCCC2)c1)Nc1ccccc1Cl	-11%	1%	9%	4%	4%	11%[57.1 µM]	2%	1	-1%
COC(=O)CSc1ccc2nnc(CCNS(=O)(=O)c3ccc(C)cc3)n2n1	-22%&-16%	-8%&11%	25%&10%	-2%&12%	-6%&-9%	11%&1%	0%&-4%	-4&2	-4%&0%
COc1cc(N2CCOCC2)ccc1C=C(C#N)C#N	7%	3%	-17%	-1%	0%	-7%	0%	0	-2%
CN1CCN(C(=O)c2cc([N+](=O)[O-])ccc2Cl)CC1	-18%	12%	18%	0%	15%	5%	-3%	-1	-6%
O=C(CCN1c2ccccc2Sc2ccccc21)OCc1nnc(-c2ccccc2)o1	-13%	-6%	-5%	-49%	7%	-2%	0%	2	-1%
COc1ccc(C)cc1NC(=O)C1CCCN(S(=O)(=O)c2cccnc2)C1 (stereo not drawn)	5%	9%	-15%	40%	5%	-4%	4%	3	-8%
CC(=O)N1c2ccccc2C(=O)C1N1CCN(c2ccc(F)cc2)CC1 (stereo not drawn)	-2%	4%	-4%[57.1 µM]	-2%	13%	-2%[57.1 µM]	3%	0	-2%
CCOc1ccccc1C(=O)N1CC(=O)Nc2ccc(Cl)cc2C1c1ccccc1 (stereo not drawn)	-5%	-17%	23%[2.29 µM]	7%	1%	-4%	-14%	-7	-5%
CCCCN(C)C(=O)Cn1ncc2c([nH]c3ccc(C)cc32)c1=O	-21%	0%	7%	13%	-16%	14%	0%	-2	-4%
CCOC(=O)C(C)/C(C)=N/NC(=O)c1cc2ccccc2cc1O (stereo not drawn)	-24%	-26%	5%	-10%	2%	1%	0%	10	0%
Cc1cc(C(C)(C)C)oc1C(=O)N(CC(=O)NC1CCCC1)Cc1ccccc1	6%	0%	11%	-11%	3%	6%	-1%	1	-2%
COC(=O)CN(c1nc(C)c(Br)c(OC)n1)S(=O)(=O)c1ccc(C)cc1	-12%	1%	-3%	-16%	8%	-4%	-1%	0	-5%
COc1ccc(/C=N/NC(=O)c2nnn(-c3nonc3N)c2C)cc1OC	-24%	0%	·	·	-8%	·	-4%	-6	-4%
COc1ccc(COC(=O)NC(C(=O)O)c2ccccc2)cc1 (stereo not drawn)	15%	1%	5%	10%	7%	-7%	-1%	-10	0%
O=C(COc1coc(CN2CCN(c3ccccc3)CC2)cc1=O)Nc1ccccc1	-18%	-2%	-6%	-18%	2%	0%	1%	6	-4%
CC1C(c2ccc3c(c2)OCO3)c2cc3c(cc2OC1N1CCOCC1)OCO3 (stereo not drawn)	-5%	-10%	-7%	-16%	0%	-11%	-17%	-2	-2%
COCCCNC(=S)Nc1ccc(CC(=O)O)cc1	-3%	-4%	-3%	37%	4%	13%[57.1 µM]	0%	-9	-5%
O=C(O)C1CCCCC1C(=O)N1CCN(S(=O)(=O)c2ccc(F)cc2)CC1 (stereo not drawn)	-9%	8%	-3%	20%	-1%	-2%	1%	-9	-5%
O=C(CN1CCN(S(=O)(=O)c2ccc(Cl)cc2)CC1)NC1CC1	-19%	-4%	-20%	-29%	0%	7%	2%	1	3%
O=C(CO)N/N=C/c1ccccc1F	1%	0%	-16%	15%	0%	-3%	0%	-3	-1%
N#CC1(c2nc3ccccc3[nH]2)CC1c1ccc2c(c1)OCO2 (stereo not drawn)	-7%	1%	-5%	-9%[56.9 µM]	13%	3%	-4%	3	-3%
CCOC(=O)c1cn(CC(=O)Nc2cccc(F)c2)nn1	-18%	5%	23%	3%	-2%	5%	-3%	-5	-3%
Cc1noc(C)c1NC(=O)Nc1cccc2c1O[C@H](CN(C)C(=O)Nc1ccccc1)[C@@H](C)CN([C@H](C)CO)C2=O	-21%	-6%	6%	9%	5%	1%	0%	3	2%
CC1=NN(c2ccc(C)cc2C)C(=O)C1C(c1ccccc1)C1C(=O)N(c2ccc(C)cc2C)N=C1C (stereo not drawn)	?	-6%	?	?	-4%	-10%	-7%	4	13%
O=C(CS(=O)(=O)Cc1ccccc1)N1CCc2ccccc2C1	?	-6%	?	-4%	4%	1%	-3%	0	-1%
CCOC(=O)C(Oc1ccc2c(-c3ccc(OC)cc3)cc(=O)oc2c1C)c1ccccc1 (stereo not drawn)	-12%	-3%	3%	-30%	6%	0%	2%	-8	-1%
FC(F)(F)c1cc(-c2cccs2)nc(-n2cc(Cl)cn2)n1	-4%	-12%	56%[activator]	16%	5%	55%[activator]	-1%	1	-9%
COc1ccccc1CO/N=C/c1cccn1-c1nccc(N(C)C)c1C#N	-16%	-13%	3%	-6%	3%	-1%	-1%	-4	0%
O=C(CCCCCNC(=O)N1CCn2c1nc1ccccc12)N[C@H](Cc1ccccc1)C(=O)O	-14%	3%	6%	2%	-8%	0%	-1%	4	-3%
COc1ccc(-n2c(N)c(C(=O)NCC3CCCO3)c3nc4ccccc4nc32)c(OC)c1 (stereo not drawn)	-26%	3%	-17%[57.1 µM]	15%	8%	175%[activator][57.1 µM]	-7%	4	1%
Nc1sc(-c2ccccc2)cc1C(=O)N/N=C/c1ccc(Cl)cc1	-25%	0%	-16%	-21%	-1%	-6%	-10%	-4	3%
CCNC(=O)c1ccc(CSc2nc3cccnc3n2Cc2ccc(OC)cc2)cc1	-1%	-5%	-15%	-6%	0%	-15%	-5%	-10	-3%

Reprinted from the part before: two compounds; new compounds follow.
SMILES	USP1-UAF1 inh	Vif-A3F inh	rTrxR1 inhibitor	RGS4 inhibitor	mIDH1 inhibitor	TrxR1 substrate	Vif-A3G inh	LDHA inh	GRP78 ERSR act
Nc1sc(-c2ccccc2)cc1C(=O)N/N=C/c1ccc(Cl)cc1	-25%	0%	-16%	-21%	-1%	-6%	-10%	-4	3%
CCNC(=O)c1ccc(CSc2nc3cccnc3n2Cc2ccc(OC)cc2)cc1	-1%	-5%	-15%	-6%	0%	-15%	-5%	-10	-3%
Clc1ccc(N=c2ssnc2Cl)nc1	-7%	-2%	-3%[57.1 µM]	-107%	?	-4%[57.1 µM]	1%	-1	-2%
O=C(O)c1cc(N2C(=O)C3CCCCC3C2=O)ccc1NCc1cccnc1 (stereo not drawn)	-13%	-4%	-21%	14%	-3%	-1%	-5%	-5	0%
CC(C)CSc1nc(N)nc2c1ncn2C1OC(CO)C(O)C1O (stereo not drawn)	-12%	1%	22%[57.1 µM]	-12%	1%	3%[57.1 µM]	1%	-2	6%
COc1ccc(CC(=O)NC2CCCCCC2)c(OC)c1	-18%	6%	17%	19%	5%	4%	-2%	-2	-3%
Cc1ccc(NC(=O)COC(=O)CCC(=O)c2cccs2)cc1S(=O)(=O)N1CCOCC1	-9%	3%	4%	-13%	10%	0%	1%	4	-1%
CCC1(CC)NC(=O)N(CC(=O)OCC(=O)NC(=O)c2ccccc2OC)C1=O	-5%	5%	19%	-1%	2%	3%	0%	-3	-5%
CCn1cc(C(=O)NCc2cccnc2)c2cc(OC)c(OC)cc2c1=O	-16%	1%	-3%[57.1 µM]	-3%	-4%	-3%[57.1 µM]	-6%	0	-1%
CC(C)OCCCn1c(SCc2cccc(Br)c2)nc2c(sc3ccccc32)c1=O	-6%	-4%	17%[57.1 µM]	13%	0%	-1%[57.1 µM]	3%	1	0%
NC(=O)CSc1cn(Cc2cccc(F)c2)c2ccccc12	-14%	15%	9%	-11%	-6%	0%	7%	-11	-1%
COc1cccc(C2c3c(-c4ccccc4O)n[nH]c3C(=O)N2Cc2ccco2)c1 (stereo not drawn)	-10%	0%	6%	-12%	52µM*	1%	-21%	-1	1%
NNC(=O)c1sccc1OCc1cccc(C(F)(F)F)c1	-25%	-1%	8%[57.1 µM]	-21%	1%	-2%[57.1 µM]	3%	-6	-1%
CC(C)C(C)NC(=O)COc1ncnc2sccc12 (stereo not drawn)	-14%	0%	13%	-4%	2%	4%	-5%	-6	-4%
CCn1nnc(NC(=O)C(c2ccccc2)c2ccccc2)n1	-16%	-1%	14%[57.1 µM]	19%	0%	6%[57.1 µM]	0%	-5	-1%
O=C(N/N=C\c1ccccn1)c1ccccc1O	-5%	1%	9%[57.1 µM]	-1%	18%	3%[57.1 µM]	1%	13	-4%
CCOc1c(CC2C(=O)Nc3ccc(Br)cc32)cccc1OC (stereo not drawn)	-5%	-3%	-11%	1%	28%	-10%	-8%	1	-1%

Assay outcomes (PubChem)

This is a subset. The share of hits here may be higher or lower than overall.
